697 NFkB inh – inhibitors of the PMA/ionomycin-induced NF-kB reporter in 697 B cells; 697 B-cell NF-kB luciferase reporter, 16 h; inhibition, % at 4 µM; 330,000 tested, 0.33% active; in the data active = inhibition above about 35%
APJ agonist – APJ receptor agonism; P35414; CHO-K1 APJ PathHunter beta-arrestin, luminescence; 0% DMSO wells, 100% apelin; activation, % at 20 µM; 330,000 tested, 0.11% active;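 active = activation more than six SD over the plate average, tested at 20 µM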;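 also: 0% = DMSO alone and 100% = apelin-13 at 10 nM; some results filed as inactive read as strong as hits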
Target sequence (P35414 whole entry, looked up): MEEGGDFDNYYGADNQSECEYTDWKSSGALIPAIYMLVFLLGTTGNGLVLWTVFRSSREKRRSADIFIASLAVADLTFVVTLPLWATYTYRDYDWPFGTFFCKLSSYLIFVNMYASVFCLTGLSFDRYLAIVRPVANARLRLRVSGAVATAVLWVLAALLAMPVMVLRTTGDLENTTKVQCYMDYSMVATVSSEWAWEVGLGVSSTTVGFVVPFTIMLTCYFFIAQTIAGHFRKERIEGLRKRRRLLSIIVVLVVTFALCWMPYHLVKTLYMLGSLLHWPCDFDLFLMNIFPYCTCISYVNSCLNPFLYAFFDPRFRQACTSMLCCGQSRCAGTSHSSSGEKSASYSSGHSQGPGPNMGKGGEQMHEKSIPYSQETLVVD
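system = engineered CHO-K1 APJ arrestin reporter cells | input = 1000 cells per well | timing = overnight seeding, 90 min compound at 25 °C, 1 h detection | measured by = enzyme-fragment complementation luminescence | read-out = beta-arrestin recruitment to APJ as agonist activity, luminescent signal | control set = negative DMSO alone, positive Apelin-13 at 10 nM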
Jurkat NFkB inh – lowers PMA/ionomycin-induced NF-kB signal in Jurkat cells; PMA/ionomycin-induced NF-kB luciferase reporter, luminescence; inhibition, % at 4 µM; 330,000 tested, 0.53% active; AID 435003; in the data active = inhibition above about 50%
UPR CHOP act – activators of apoptotic arm of unfolded protein response (CHOP); CHO-CHOP luciferase reporter, UPR activation, luminescence; percent of tunicamycin response over DMSO baseline; activation, % at 10 µM; 330,000 tested, 0.34% active;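 active = at 10 µM dose, activation of 40% or more, normalized to positive control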;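 also: 100% = tunicamycin at 10 µg/mL and 0% = DMSO alone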
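Test system: CHO CHOP reporter cells. Input: 500 CHO-CHOP cells per well. Medium: F12 with 10% FBS. Technique: luciferase luminescence. Measure: percent activation relative to tunicamycin control. Dosing: 10 µM compound, 0.5% DMSO. Timing: 16-18 h cell attachment, then 6 h compound exposure, 37 °C.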
Mdm2-MdmX inh – inhibitors of human Mdm2/MdmX interaction | O15151+Q00987 | SaOS-2 split-luciferase Mdm2/MdmX complementation, luminescence | inhibition, % at 8 µM | 330,000 tested, 3% active | AID 485346;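 active = inhibition of at least 50% at 8 µM in the primary screen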
APJ antagonist – blocks the human apelin receptor APJ; inhibition, % at 20 µM; CHO-K1 APJ beta-arrestin complementation, luminescence; P35414; AID 2521; 330,000 tested, 0.32% active;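 active = inhibition above about 40% at 20 µM, limit read from the data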;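 also: cells challenged with 10 nM apelin-13 agonist together with compound; plate controls were apelin-13 plus DMSO wells for no effect and DMSO wells lacking apelin-13 for full effect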
tim23-1 inh – growth inhibitors of tim23-1 mutant yeast. AID 463212. S. cerevisiae tim23-1 growth, BacTiter-Glo luminescence, 24 h. inhibition, % at 20 µM. 330,000 tested, 1.3% active;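 active = growth inhibition of the mutant yeast at or above 50%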;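 also: temperature-sensitive mutant grown at 25 °C; plate controls were DMSO-treated mutant yeast for no effect and medium wells lacking yeast for full effect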
XBP1 UPR activ – adaptive UPR (XBP1) activation; activation, % at 20 µM; CHO-XBP1 luciferase reporter, IRE1-XBP1 UPR activation, luminescence; percent of tunicamycin response, DMSO as zero; 330,000 tested, 0.33% active;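 active = versus positive control, 20 µM dose yields 30% or more activation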;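 also: 100% = tunicamycin at 10 µg/mL and 0% = DMSO only wells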
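incubation = overnight seeding at 37 °C, 6 h compound treatment at 37 °C | assay system = CHO-XBP1 cells stably carrying IRE1-XBP1-driven luciferase reporter | input = 1000 cells per well | detection = luciferase luminescence | dosing = single point, 20 µM final compound, 1% DMSO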
Starred values were filed as active, the others as inactive.

SMILES | 697 NFkB inh | APJ agonist | Jurkat NFkB inh | UPR CHOP act | Mdm2-MdmX inh | APJ antagonist | tim23-1 inh | XBP1 UPR activ
COc1ccc(Cl)cc1NC(=O)CN1C(=O)NC(Cc2c[nH]c3ccccc23)C1=O (stereo not drawn) | -17 | 0 | -8 | -0.5 | 29 | -1 | 4 | 1
O=C(N/N=C\c1ccc(Br)o1)C1COc2ccccc2O1 (stereo not drawn) | 15 | -4 | 12 | 1.1 | 6 | -15 | 20 | 1
COc1cc(-n2c(=O)c3ccccc3n(CC(=O)c3ccccc3)c2=O)cc(OC)c1OC | 9 | -2 | 9 | 0.8 | 83* | -3 | -10 | -2
COCCn1nnnc1CN1CCSCC1 | 23 | -4 | -9 | 1.9 | 17 | 8 | -10 | 4
FC(F)(F)c1cccc(Cc2noc(CN3CCCC(OCc4ccccn4)C3)n2)c1 (stereo not drawn) | 4 | -1 | -3 | 3.3 | 11 | 9 | 19 | -2
Cc1ccc(NC(=O)c2ccc(S(=O)(=O)N3CCCC3)cc2)nc1 | -20 | -4 | -7 | 1.3 | 14 | -10 | 4 | 1
O=C(CSc1nnnn1C1CCCCC1)Nc1ccccc1N1CCOCC1 | -2 | -1 | 14 | 0.7 | 2 | -3 | 16 | -4
Cc1cc(C2(c3cc(C)c(NC(=O)CN4CCOCC4)c(C)c3)CCCCC2)cc(C)c1NC(=O)CN1CCOCC1 | -1 | -5 | -1 | -4.1 | 32 | -9 | 0 | -2
CC1CCN(c2ccc(NC(=O)C3CCCN3S(=O)(=O)c3ccc(F)cc3)cc2)CC1 (stereo not drawn) | 4 | -2 | 6 | 1.9 | 29 | -2 | 26 | -1
Cc1ccc(C2C(C#N)=C3N=C(N)c4ccccc4N3C3=C2C(=O)CCC3)cc1 (stereo not drawn) | -4 | 1 | -10 | 1.8 | -2 | 0 | 12 | 2
CCC1CCCCN1C(=S)Nc1ccc(SC(F)F)cc1 (stereo not drawn) | -6 | 0 | 6 | -0.3 | 15 | -2 | 33 | 1
COc1ccc(C)cc1NC(=O)C(Sc1nncn1C)c1ccccc1 (stereo not drawn) | 17 | -4 | -6 | 1.1 | 12 | -1 | 14 | -1
COC(=O)c1cc(NS(=O)(=O)c2ccc(Cl)c(N3C(=O)c4ccc(C(=O)O)cc4C3=O)c2)cc(C(=O)OC)c1 | -10 | 4 | -7 | -1.6 | 15 | 13 | 12 | 1
CC1=C(C(=O)Nc2ccccn2)C(c2ccc(N(C)C)cc2)n2ncnc2N1 (stereo not drawn) | -30 | 2 | -12 | -2.4 | 28 | -16 | 5 | 2
CCOc1nc(NC2CCCC2)nc(N2CCC(C)CC2)n1 | -12 | -1 | -7 | -0.7 | 30 | -2 | 37 | -8

Of the compounds above, these have fluorine:
SMILES | 697 NFkB inh | APJ agonist | Jurkat NFkB inh | UPR CHOP act | Mdm2-MdmX inh | APJ antagonist | tim23-1 inh | XBP1 UPR activ
FC(F)(F)c1cccc(Cc2noc(CN3CCCC(OCc4ccccn4)C3)n2)c1 (stereo not drawn) | 4 | -1 | -3 | 3.3 | 11 | 9 | 19 | -2
CC1CCN(c2ccc(NC(=O)C3CCCN3S(=O)(=O)c3ccc(F)cc3)cc2)CC1 (stereo not drawn) | 4 | -2 | 6 | 1.9 | 29 | -2 | 26 | -1
CCC1CCCCN1C(=S)Nc1ccc(SC(F)F)cc1 (stereo not drawn) | -6 | 0 | 6 | -0.3 | 15 | -2 | 33 | 1

Going on with the list:
SMILES | 697 NFkB inh | APJ agonist | Jurkat NFkB inh | UPR CHOP act | Mdm2-MdmX inh | APJ antagonist | tim23-1 inh | XBP1 UPR activ
COc1ccccc1CCn1cnc2c3cc(C)ccc3n(C)c2c1=O | -9 | -3 | -13 | 18 | 22 | 4 | 13 | 0
c1ccc(Nc2c3c(nc4ncnn24)CCC3)cc1 | -6 | -4 | 1 | -1.2 | 8 | 33 | 4 | 1
Cc1ccc(NC(=O)COC(=O)C2CC(=O)N(Cc3ccccc3)C2)cc1S(=O)(=O)N(C)C (stereo not drawn) | -1 | -1 | 2 | 1.4 | 28 | -4 | -1 | 0
Cc1ccc(OC(=O)c2c(C)nn(-c3ccccc3)c2C)cc1 | -113 | 2 | -84 | 4.8 | -128 | 16 | 23 | -1
CCCOc1ccc(C2C(C(=O)c3ccc(C)o3)=C(O)C(=O)N2Cc2ccco2)cc1 (stereo not drawn) | 0 | -1 | -1 | 1.1 | 21 | 11 | 14 | 0
CCOC(=O)CSc1nc2c(c(-c3ccc(C)o3)c1C#N)CCCC2 | -12 | -2 | -4 | -1.2 | 4 | 19 | -1 | 0
Cc1ccc2nc(SCc3cccc([N+](=O)[O-])c3)nc(C)c2c1 | -12 | -5 | 6 | 1.3 | 13 | 4 | 26 | 4
COc1cc(/C=N/NC(N)=O)c(Br)cc1OCC(=O)Nc1ccccc1C | 1 | 7 | -8 | 4.2 | 49 | -10 | 1 | 109*
O=C(Nc1ccc(N2CCN(Cc3ccccc3)CC2)cc1)c1ccccc1[N+](=O)[O-] | -9 | 1 | -6 | -1.2 | 21 | 6 | 12 | -1
N#CCc1ccc(NC(=O)c2ccc(CN3CCc4ccccc4C3)cc2)cc1 | -5 | -1 | 49 | 3.1 | 22 | 10 | -3 | -8
Cn1[nH]c(CSc2ccc(Cl)cc2)cc1=O | 19 | -4 | 4 | -2.7 | -4 | -3 | 28 | -5
O=C1c2cccc(OCC(=O)N3CCCc4ccccc43)c2CCN1Cc1cccnc1 | -47 | -1 | 21 | -0.5 | 13 | -7 | 12 | -1
COc1ccc(Cc2n[nH]c(=S)n2Cc2ccccc2)cc1Cl | -16 | 0 | -11 | 1.2 | -3 | 6 | -1 | -2
Cc1ccc(S(=O)(=O)Nc2cccc3c2O[C@@H](CN(C)C(=O)Nc2ccc4c(c2)OCO4)[C@H](C)CN([C@@H](C)CO)C3=O)cc1 | 1 | -2 | -6 | 0.2 | 26 | 9 | 1 | -2
O=C1N(c2ccccc2)C[C@@H]2C[C@@H](c3cccs3)N3CCC[C@@]123 | 2 | -3 | 1 | -0.1 | -10 | 4 | 9 | -4
CN1CCCC(OC(=O)c2ccc(Cl)cc2)C1 (stereo not drawn) | 6 | -2 | 6 | 0.7 | 7 | -3 | 4 | 1
Cc1cccc(-c2n[nH]c([N+](=O)[O-])n2)c1 | -19 | -2 | -20 | 1.8 | 6 | 16 | 3 | -2
COc1ccc(NC(=O)CCn2nnc(-c3ccc(C)cc3)n2)cc1OC | -2 | -1 | -9 | 0.5 | -18 | -7 | 8 | 1
COc1ccccc1C1=NOC(Cn2c(NCC3CCCO3)nc3c2c(=O)n(C)c(=O)n3C)C1 (stereo not drawn) | -19 | -3 | 0 | -2.2 | 7 | 6 | 6 | -1
CCCCN1C(=O)C(=O)N(CC(=O)Nc2cccc(C(C)=O)c2)C1=O | -4 | -1 | -10 | -1.2 | 9 | -7 | 15 | 0
Cn1c(N)c(C(=O)COC(=O)/C=C/c2ccccc2)c(=O)n(C)c1=O | -16 | -3 | -3 | -0.8 | -12 | 4 | 26 | -1
CCOC(=O)Cc1csc(NS(C)(=O)=O)n1 | 8 | -5 | -12 | -1.0 | 13 | 8 | 9 | -4
C#CCO[C@@H]1C[C@H](n2ccc(NC(=O)c3ccccc3)nc2=O)O[C@@H]1CO | -10 | -3 | -14 | 0.4 | 16 | 20 | 13 | 1
COc1ccc(-c2nn(CC(=O)N3CCCCC3)c(=O)c3ccccc23)cc1 | -19 | -3 | 5 | 2.8 | 15 | 10 | 17 | -2
CCCOc1ccc(Cc2c(Cl)nc(SC)nc2NC)cc1 | -6 | -2 | 28 | 5.6 | 38 | -9 | 16 | 0
COc1ccccc1CNC(=O)CCN1C(=O)c2ccccc2C1=O | 12 | 0 | 5 | 0.9 | 7 | -9 | 2 | -2
CCOc1ccc(C(=O)OC2CCN(C)CC2)cc1 | -10 | 0 | -47 | -1.1 | -5 | 0 | -16 | 2
C=CCSc1nsc(N)n1 | -19 | 12 | 0 | -0.7 | -12 | -35 | 4 | 1
CCC(NC(=O)c1ccccc1Br)c1ccccc1 (stereo not drawn) | 7 | -4 | -1 | -3.0 | 8 | -10 | -8 | 1
COc1ccc(CC(=O)Nc2ccc(S(=O)(=O)Nc3cc(OC)nc(OC)n3)cc2)cc1 | -11 | -3 | -23 | 0.7 | -10 | -8 | 3 | 0
COc1ccc(/C=C2\Oc3cc(OC(=O)N4CCOCC4)ccc3C2=O)c(OC)c1 | 6 | -2 | 9 | 1.3 | 21 | 20 | 12 | 2
Cc1ccc(OCC(=O)N(Cc2ccccc2)c2ccccn2)cc1 | 4 | -3 | 0 | -1.0 | 5 | -1 | 13 | 0
O=C(c1cccc(OC2CCN(Cc3cc(F)cc(F)c3)CC2)c1)N1CCCC1 | -4 | -5 | 3 | 1.3 | 18 | -21 | 13 | -5
Cc1ccc(C)c(S(=O)(=O)N2CCN(c3nc(-c4cccnc4)nc4ccccc34)CC2)c1 | 21 | -2 | 9 | 7.6 | 38 | -32 | 25 | 1
OCC[C@@H]1C[C@@H](O)[C@H](O)[C@@]2(Cc3ccccc3CCO2)O1 | 17 | 5 | 11 | -1.2 | 10 | -4 | 12 | 0
COc1ccc(Br)cc1S(=O)(=O)n1ccnc1 | -16 | -1 | 3 | -1.1 | -8 | 3 | 5 | 2
COc1ccccc1C(=O)NCCOc1ccc(C)c(C)c1 | -2 | 1 | -6 | 0.4 | 4 | -23 | 4 | -2
CSc1nc2c(c(=O)[nH]1)C(c1ccncc1)C(C(=O)OC(C)C)=C(C)N2 (stereo not drawn) | -29 | 5 | -18 | -1.0 | 1 | -16 | 22 | 0
O=C(COc1ccc(Cl)cc1)Nc1ccc(C(=O)O)cc1NC(=O)COc1ccc(Cl)cc1 | 26 | -2 | 0 | -0.2 | -30 | 5 | 2 | -5
Cc1cnc(C(=O)Nc2ccc(N3CCN(C(=O)OC(C)(C)C)CC3)cc2)cn1 | -70 | 1 | 64* | -3.0 | 40 | 2 | 14 | -1
Fc1ccc(CSc2ccc3nnc(-c4ccccn4)n3n2)cc1 | 8 | -4 | 11 | 1.6 | -21 | -31 | 11 | 0
CN(C)CC(=O)N1c2ccccc2CCc2ccc(NC(=O)c3ccc(N)cc3)cc21 | 24 | -6 | 4 | -0.3 | -10 | 9 | 11 | -1
O=C(CCn1c(SCC(=O)NCc2ccco2)nc2ccccc2c1=O)NCCc1ccccc1 | 1 | 1 | 3 | -1.5 | -18 | -6 | 8 | -1
COc1cccc2sc(N(C)c3ccccc3)nc12 | -200 | -5 | -134 | 2.2 | -141 | 3 | 31 | 2
N/C(=N\OC(=O)N1CCOCC1)c1ccccc1 | -26 | 5 | -1 | 2.9 | 64* | -6 | 13 | 3
CCOc1ccc(CC(=O)Nc2c3c(nn2C(C)(C)C)CS(=O)(=O)C3)cc1 | 2 | 4 | 3 | 0.5 | -13 | -25 | 11 | -6
NC(=O)c1ccccc1NC(=O)CN1CCCCCC1 | -5 | 8 | 2 | 0.8 | 24 | 21 | 17 | -3
O=C(NCc1ccccc1)N1CCN(c2ccc(F)cc2)CC1 | -11 | -2 | -1 | -2.7 | -28 | -3 | 3 | -1

Pulled one by one from the list above, 3 records:
SMILES | 697 NFkB inh | APJ agonist | Jurkat NFkB inh | UPR CHOP act | Mdm2-MdmX inh | APJ antagonist | tim23-1 inh | XBP1 UPR activ
COc1ccccc1C(=O)NCCOc1ccc(C)c(C)c1 | -2 | 1 | -6 | 0.4 | 4 | -23 | 4 | -2
COc1ccccc1CNC(=O)CCN1C(=O)c2ccccc2C1=O | 12 | 0 | 5 | 0.9 | 7 | -9 | 2 | -2
COc1cc(/C=N/NC(N)=O)c(Br)cc1OCC(=O)Nc1ccccc1C | 1 | 7 | -8 | 4.2 | 49 | -10 | 1 | 109*
